From PubChem
NPR1 activator – GC-A (human) enzyme activation; actives 0.14% (n = 370,000); HEK293 GC-A cells, cGMP TR-FRET, EC30 ANP; 0% at EC30 ANP, 100% saturating ANP; activation, % at 10 µM; AID 1671463; in the data active = activation above about 40%
PG9 Ab binder – small molecules binding HIV-1 gp120 antibody PG9. TR-FRET gp120-PG9 antibody binding. inhibition, % at 6.7 µM. actives 0.43% (n = 360,000). AID 624416; in the data active = inhibition above about 8.5%
ADAM10 inh – inhibits human ADAM10; O14672; actives 0.62% (n = 370,000); inhibition, % at 7 µM; recombinant ADAM10, EDANS/DABCYL FRET peptide cleavage, 3 h;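 active = inhibition above a per-campaign cutoff equal to the mean of compounds falling between control-based bounds plus 3 SD, cut at about 20% in these data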;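 note: 0% = DMSO wells while the 100% control is not disclosed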
Target sequence (O14672 214-748 limits assumed): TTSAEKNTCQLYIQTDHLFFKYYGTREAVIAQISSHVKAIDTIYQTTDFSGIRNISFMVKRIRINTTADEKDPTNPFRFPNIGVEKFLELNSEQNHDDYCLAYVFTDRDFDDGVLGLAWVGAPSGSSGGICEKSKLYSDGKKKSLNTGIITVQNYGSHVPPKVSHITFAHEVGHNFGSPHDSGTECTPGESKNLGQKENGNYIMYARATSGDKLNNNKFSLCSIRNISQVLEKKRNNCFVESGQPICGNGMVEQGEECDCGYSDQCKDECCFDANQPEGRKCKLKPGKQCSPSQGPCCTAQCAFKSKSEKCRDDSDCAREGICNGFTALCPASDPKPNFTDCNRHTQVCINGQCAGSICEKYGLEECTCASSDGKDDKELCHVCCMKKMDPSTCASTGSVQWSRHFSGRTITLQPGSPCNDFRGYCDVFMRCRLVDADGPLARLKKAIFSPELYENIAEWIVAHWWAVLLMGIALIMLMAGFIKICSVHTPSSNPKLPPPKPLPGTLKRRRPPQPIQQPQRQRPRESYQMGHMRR
ssDAF12 agonist – S. stercoralis DAF-12 activation, primary screen. activation, % at 6.8 µM. HEK293 ssDAF-12/GRIP1 lit1-tk-luc reporter, luminescence; % of 3 µM dafachronic acid response. actives 1% (n = 370,000);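 active = activation above the mean over all tested compounds plus 3 SD, cut at about 0.9% in these data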;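 note: 0% = DMSO-only wells and 100% = 3 µM delta7-dafachronic acid wells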
FXN GAA850 act – activators of GAA850 frataxin (FXN) promoter; actives 0.56% (n = 360,000); HEK293 lucGAA850 FXN promoter luciferase reporter, 24 h; percent of 10 µM SAHA response; activation, % at 6 µM; AID 540364;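 active = activation above the average of all compounds screened plus 3 SD, cutoff fixed separately per campaign, cut at about 7.5% in these data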;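 note: 0% = DMSO wells and 100% = 10 µM SAHA wells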
SMARCA2 activ – activators of SMARCA2 function. MG213 cells, MMTV-luciferase reporter, dexamethasone, overnight. activation, % at 9.1 µM. actives 1% (n = 370,000). AID 652017; in the data active = activation above about 7.8%;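 note: 0% = vehicle wells and 100% = reference activator wells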
hcDAF12 agonist – activators of H. contortus DAF-12 nuclear receptor; actives 1.4% (n = 370,000); HEK293 hcDAF-12 lit1-tk-luc reporter, luminescence; 0% DMSO, 100% Δ7-dafachronic acid; AID 652067; activation, % at 6.8 µM;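 active = activation above the mean of all tested compounds plus 3 SD, cut at about 5.5% in these data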;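 note: 100% = response to 3 µM Δ7-dafachronic acid high control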
DAX1 inh-1 – inhibitors of human orphan nuclear receptor DAX1 (NR0B1); actives 0.99% (n = 340,000); HEK293 Gal4-DAX1 luciferase reporter, luminescence; inhibition, % at 6.75 µM; AID 504766;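 active = inhibition above the mean over all tested compounds plus 3 SD, cut at about 4.2% in these data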;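 note: 0% = DAX1-transfected cells with DMSO and 100% = empty-vector control cells with DMSO; inhibition shows as a rise in luminescence from relieved DAX1 repression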
Target sequence (P51843 207-470 limits assumed): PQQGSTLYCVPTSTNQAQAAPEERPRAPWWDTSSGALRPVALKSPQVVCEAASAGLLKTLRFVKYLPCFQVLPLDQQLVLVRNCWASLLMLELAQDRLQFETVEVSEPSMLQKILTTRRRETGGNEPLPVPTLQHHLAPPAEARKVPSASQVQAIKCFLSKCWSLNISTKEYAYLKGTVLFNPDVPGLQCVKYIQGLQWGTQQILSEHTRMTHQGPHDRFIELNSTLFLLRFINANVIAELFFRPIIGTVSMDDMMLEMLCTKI
hgDAF12 agonist – agonists of H. glycines DAF-12 nuclear receptor; activation, % at 6.8 µM; actives 1.8% (n = 370,000); AID 687014; HEK293 GAL4-hgDAF12 UAS-luciferase reporter, agonist luminescence; normalized to butyrate control;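 active = activation above a cutoff set at the mean of all screened compounds plus 3 SD, cut at about 10% in these data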;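 note: 0% = DMSO wells and 100% = sodium butyrate wells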
ADAM17 inh – inhibits human ADAM17. P78536. recombinant ADAM17, EDANS/DABCYL FRET peptide cleavage. inhibition, % at 6.95 µM. actives 0.83% (n = 370,000);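 active = inhibition above the mean of compounds lying between control limits plus 3 SD, set per campaign, cut at about 8.5% in these data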;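 note: 0% = DMSO-only wells as the low control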
DAX1 inh-2 – blocks DAX1 repression of SF-1 activated StAR promoter. HEK293T StAR-luciferase reporter, SF-1/DAX-1 repression relief. inhibition, % at 6.8 µM. actives 1.1% (n = 370,000). AID 652010;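 active = inhibition above the mean over all tested compounds plus 3 SD, cut at about 3.6% in these data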;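 note: 0% = DAX-1 cells with DMSO and 100% = cells lacking DAX-1 with DMSO; higher inhibition means more luminescence from relief of DAX-1 repression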
* marks the source's active call; other numbers are inactive results; / = no result given.

No. | structure | NPR1 activator | PG9 Ab binder | ADAM10 inh | ssDAF12 agonist | FXN GAA850 act | SMARCA2 activ
1 | C[C@H](CO)N1C[C@H](C)[C@H](CN(C)C(=O)N[C@H](C)c2ccccc2)OCc2ccccc2-c2c(n(C)c3ccccc23)C1=O | -15 | 0.4 | -3 | -1.2 | 14* | 2
2 | COc1ccc(CCNC(=O)c2nonc2N)cc1OC | 0 | -0.8 | 0 | -1.5 | 0.3 | 0
3 | N#Cc1cccc(CNCC(=O)N2CCC3(CC2)OCCO3)c1 | -2 | / | 1 | -0.7 | / | -4
4 | CN(C)S(=O)(=O)Oc1ccsc1C(=O)Nc1ccc(Cl)c(Cl)c1 | 8 | -0.1 | 16 | -1.4 | -1.4 | 3
5 | Cc1ccc(NC(=O)c2ncn(CC(=O)NCc3ccccc3)n2)cc1C | 5 | -0.1 | 1 | -0.4 | 1.1 | 7
6 | Cc1cccc(-c2cccc(NC(=O)C3CCCN(Cc4cccnc4)C3)c2)c1 (stereo not given) | -1 | -0.5 | 9 | -0.6 | -1.9 | -3
7 | N#Cc1cccc(NC(=O)CSc2nnc(-c3n[nH]c4ccccc34)o2)c1 | -3 | 9.4* | -4 | 0.3 | 2.9 | -2
8 | CCN(CC(=O)Nc1ccc(NC(C)=O)cc1)C(=O)c1c(C)nn(-c2ccc(F)cc2)c1Cl | 1 | 1.3 | -3 | -1.9 | 0.5 | -4

No. | hcDAF12 agonist | DAX1 inh-1 | hgDAF12 agonist | ADAM17 inh | DAX1 inh-2
1 | -1.5 | 0.1 | -2.9 | -3 | -0.3
2 | 0.5 | 2.4 | -0.2 | 0 | 1.5
3 | 0.1 | / | -0.6 | -2 | 0.2
4 | -2.3 | 0.2 | -0.8 | 6 | -1.2
5 | 3.9 | -0.2 | 5.2 | 2 | 1.2
6 | -1.6 | -0.5 | -2.1 | 3 | -1.5
7 | 0.8 | 1.1 | 15* | -5 | -0.7
8 | -0.1 | 0.6 | 1.7 | -3 | 0.1

New compounds follow
No. | structure | NPR1 activator | PG9 Ab binder | ADAM10 inh | ssDAF12 agonist | FXN GAA850 act | SMARCA2 activ
9 | CN1C[C@@H]2C(c3ccc(C(F)(F)F)cc3)C3(c4ccc(C#N)cc4)CC2(C3)[C@H]1c1ccccc1 (stereo not given in full) | -5 | 0.8 | -9 | -1.3 | -1.9 | -2
10 | O=C(Nc1ccccn1)C1CCN(S(=O)(=O)c2ccc3ccccc3c2)CC1 | -10 | -0.4 | -11 | -1.0 | -0.9 | -2
11 | O=C(c1cc(COc2ccc(F)cc2F)on1)N1CC2C[C@@H]3CC1C[C@H](C2)C3 | 1 | -1.7 | 7 | -0.4 | 5.1 | 1
12 | CC(=O)Nc1ccc(S(=O)(=O)NCCSc2ccccn2)cc1 | 3 | -2.2 | -6 | -0.5 | 0.9 | -2
13 | Cc1cccc2nc(CSc3nc4[nH]ncc4c(=O)n3-c3cccc(Cl)c3)cc(=O)n12 | 16 | 0.4 | -7 | -0.9 | -9.6 | -2
14 | CCc1nnc(NC(=O)C2CCC(CNc3c(N4CCC(C)CC4)c(=O)c3=O)CC2)s1 (stereo not given) | 0 | 0.3 | -20 | -0.7 | 1.7 | -6
15 | Cc1c(C(=O)NC2CC(C)(C)NC(C)(C)C2)oc2c(Cl)cccc12 | 1 | -0.4 | -11 | -1.2 | -1.1 | 1
16 | CC(C)C(C)(C#N)NC(=O)CSc1nc2scc(-c3ccco3)c2c(=O)n1-c1ccccc1 (stereo not given) | 2 | 2.4 | 15 | -1.4 | 0.8 | 7

No. | hcDAF12 agonist | DAX1 inh-1 | hgDAF12 agonist | ADAM17 inh | DAX1 inh-2
9 | -1.4 | 0.9 | 0.4 | -4 | -0.1
10 | -1.4 | -1.2 | 2.0 | 0 | -0.3
11 | 2.2 | 1.1 | 8.3 | 0 | 0.6
12 | -0.5 | -0.4 | -1.0 | -6 | -0.5
13 | -1.8 | -2.3 | -4.4 | -2 | -0.3
14 | 1.6 | -0.3 | 1.5 | -8 | -0.7
15 | 0.7 | 2.4 | 2.3 | -5 | 2.5
16 | -1.9 | 0.9 | -2.4 | 5 | 0.0

The list continues.
No. | structure | NPR1 activator | PG9 Ab binder | ADAM10 inh | ssDAF12 agonist | FXN GAA850 act | SMARCA2 activ
17 | CCOc1ccccc1N(CC(=O)Nc1ccc(OC)cc1)S(=O)(=O)c1ccccc1 | 0 | -0.8 | -1 | -1.6 | -0.5 | -2
18 | COc1ccc(C(C)=O)cc1CSc1nnc(Nc2c(C)cccc2C)s1 | -14 | -3.0 | 4 | -1.6 | 1.0 | -3
19 | COCC(C)n1c(C)cc(C(=O)COC(=O)CNC(=O)c2ccccc2)c1C (stereo not given) | 2 | -2.8 | 3 | -1.5 | -0.3 | 1
20 | CCCCOc1ccccc1NC(=O)c1ccco1 | 1 | -2.9 | -1 | -1.4 | 2.8 | 1
21 | O=C(Oc1ccc2c(c1)OCO2)c1ccc(F)cc1Cl | 19 | 1.8 | -9 | -0.9 | 4.8 | 0
22 | CCn1cnc2scc(-c3ccc(C)c(C)c3)c2c1=O | 2 | -1.8 | 6 | -1.6 | 2.4 | 1
23 | COc1ccc(C(=O)C2CCN(CC(=O)Nc3ccccc3F)CC2)cc1 | 2 | 0.0 | 0 | -1.3 | 1.7 | -2
24 | COc1cccc(NC(=S)NNC(=O)Cn2nc([N+](=O)[O-])cc2C)c1 | -2 | -1.0 | 5 | -1.4 | 2.9 | -5

No. | hcDAF12 agonist | DAX1 inh-1 | hgDAF12 agonist | ADAM17 inh | DAX1 inh-2
17 | -0.9 | -1.4 | 1.2 | 2 | 0.4
18 | -0.8 | 4.6* | -3.9 | 1 | -0.7
19 | 0.5 | -0.3 | 1.1 | -2 | -0.2
20 | -1.3 | 0.8 | -2.9 | 0 | 0.7
21 | 2.5 | -0.5 | 3.6 | 0 | 1.6
22 | -0.8 | -1.3 | 1.4 | 1 | -0.7
23 | -2.5 | -1.1 | -2.5 | -3 | -0.3
24 | -2.0 | -0.1 | -0.8 | -1 | 0.4

(list continues)
No. | structure | NPR1 activator | PG9 Ab binder | ADAM10 inh | ssDAF12 agonist | FXN GAA850 act | SMARCA2 activ
25 | CC(=O)NNC(=O)c1cc2c3ccccc3n(C)c2s1 | -4 | -1.2 | -286 | -0.6 | 1.5 | -4
26 | O=C(COc1ccccc1)N(Cc1ccccc1)c1nc(-c2ccccc2)cs1 | -8 | -0.1 | -5 | -1.1 | -1.2 | -3
27 | O=C(C1=C(O)C(=O)N(c2ncccn2)C1c1ccc(Cl)cc1)c1ccco1 (stereo not given) | 1 | 8.0 | 2 | -0.3 | -2.0 | -1
28 | C=C(C)CSc1nnc(CCCCCNC(=O)OC(C)(C)C)o1 | -1 | 1.1 | -10 | -1.6 | -1.4 | -6
29 | CCOc1ccc(C(C(=O)NC2CCCC2)N(CCOC)C(=O)CNC(=O)c2ccco2)cc1 (stereo not given) | -4 | 1.8 | 0 | -1.0 | -0.6 | -4
30 | COc1cc(CCC(=O)N2CCN(S(=O)(=O)c3ccc(C)cc3)CC2)cc(OC)c1OC | 0 | 0.7 | 1 | -0.9 | 1.6 | 2
31 | CCN(CC)S(=O)(=O)c1ccc2c(c1)nc(SCC(N)=O)n2-c1ccc(OC)cc1 | 0 | -0.8 | 12 | -1.7 | -2.8 | -1
32 | COc1ccc(NC(=O)CSc2cc(C)ccc2C)cn1 | -2 | -1.2 | -3 | -1.6 | 0.1 | -3

No. | hcDAF12 agonist | DAX1 inh-1 | hgDAF12 agonist | ADAM17 inh | DAX1 inh-2
25 | 3.0 | 0.8 | -0.7 | -72 | 0.0
26 | 1.1 | 0.2 | 0.6 | -2 | 0.2
27 | 4.5 | 0.9 | 0.8 | -2 | -0.7
28 | -2.0 | -0.8 | -2.1 | -7 | -0.2
29 | -1.9 | -0.5 | -0.9 | -6 | 0.0
30 | -0.4 | 0.4 | -1.2 | 1 | 0.3
31 | -1.9 | -0.8 | -0.8 | -2 | -0.8
32 | -2.3 | 0.1 | -0.3 | -1 | -1.0

Following part
No. | structure | NPR1 activator | PG9 Ab binder | ADAM10 inh | ssDAF12 agonist | FXN GAA850 act | SMARCA2 activ
33 | CCCCOc1ccc(C(=O)NCC(=O)NC2CCCCC2)cc1 | 0 | 2.6 | -1 | -1.7 | -0.1 | -4
34 | Cc1nc([N+](=O)[O-])cn1CC(=O)Nc1ccc(F)c(Cl)c1 | 0 | -0.1 | -8 | -0.4 | -0.3 | 0
35 | O=C(c1cc2ccccc2o1)N1CCN(c2ccccc2Cl)CC1 | -2 | 2.0 | -5 | -1.4 | 2.7 | -3
36 | CCc1ccc(C2=NN(CCC(=O)NC3CCCCCC3)C(=O)CC2)cc1 | -5 | 0.1 | 1 | -0.6 | 2.4 | -1
37 | Cc1ccc(CCN2CC(C(=O)NC3CCC(C)CC3)CC2=O)cc1 (stereo not given) | 5 | -0.9 | -12 | -1.1 | 1.3 | -1
38 | CCC(=O)Nc1ccc(N2CCN(S(C)(=O)=O)CC2)cc1 | 2 | -1.6 | 0 | -1.3 | 1.2 | 2
39 | COc1ccc(OC(F)(F)F)cc1CC1(C)C(=O)Nc2ccc(S(=O)(=O)NC3CCCCC3)cc21 (stereo not given) | -9 | -3.4 | 23* | -1.6 | 17* | -3
40 | CCC/C(O)=C1\C(=O)CCCC1=NCCc1c(C)[nH]c2ccc(OC)cc12 | -1 | -0.8 | 2 | -2.1 | -0.6 | 2

No. | hcDAF12 agonist | DAX1 inh-1 | hgDAF12 agonist | ADAM17 inh | DAX1 inh-2
33 | -1.7 | 0.1 | 0.6 | -3 | -1.1
34 | 1.5 | -0.4 | -0.5 | -3 | -0.3
35 | 0.6 | -0.1 | -2.1 | 1 | -1.0
36 | 0.3 | 0.7 | 1.8 | -2 | 0.0
37 | -2.1 | 0.8 | 1.5 | -2 | -0.2
38 | -1.9 | -0.9 | 0.1 | -2 | 0.5
39 | -1.0 | / | -5.8 | 10* | -0.1
40 | 0.7 | -1.6 | -1.9 | -4 | -0.7

(listing goes on)
No. | structure | NPR1 activator | PG9 Ab binder | ADAM10 inh | ssDAF12 agonist | FXN GAA850 act | SMARCA2 activ
41 | CCOC(=O)c1c(NC(=S)Nc2ccccc2)sc2c1CCN(C)C2 | 14 | -1.5 | -93 | -1.3 | 0.9 | 2
42 | C[C@@]12C(C[C@H](O)[C@@]34C[C@@H](CCC13)[C@@H](CO)C4=O)[C@](C)(C(=O)O)CC[C@@H]2O (stereo not given in full) | 4 | 0.2 | -1 | -1.1 | / | -2
43 | CCCNc1ncnc2sc(C)c(C)c12 | 6 | -1.9 | 0 | -1.8 | 2.0 | -1
44 | O=C(NCCOc1ccccc1)c1ccccc1NC(=O)C1CCCO1 (stereo not given) | 0 | 1.0 | -14 | 0.9 | 2.8 | 6
45 | Cc1cc(OCC(=O)N(C)Cc2ccccc2)cc(C)c1Cl | -11 | -0.6 | 7 | -0.5 | -0.7 | 1

No. | hcDAF12 agonist | DAX1 inh-1 | hgDAF12 agonist | ADAM17 inh | DAX1 inh-2
41 | 0.3 | -0.6 | -0.1 | -27 | 0.2
42 | -1.4 | / | 0.9 | -2 | 1.7
43 | -2.5 | -1.3 | -3.6 | -2 | -1.4
44 | 9.0* | 1.2 | 11* | -6 | 5.6*
45 | 0.2 | -0.1 | -0.6 | 0 | -0.2
